# Fam108B inh = counter-screen for RBBP9 inhibitors: inhibitors of mouse Fam108B | recombinant Fam108B, FP-Rh probe fluorescence polarization | inhibition, % at 9.51 µM | hit rate 0.33% among 300,000;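 active = inhibition above the screen mean inhibition plus 3 SD, computed separately per campaign, cut at about 18% in these data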;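 note: inhibitors lower polarization as less probe binds the enzyme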
# PME-1 inh = PME-1 (human) inhibition | AID 2130 | hit rate 0.53% among 320,000 | inhibition, % at 5.9 µM | recombinant PME-1, FP-Rh probe fluorescence polarization | Q9Y570;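 active = inhibition above the campaign mean of all compounds plus 3 SD, cut at about 26% in these data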;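 note: competitive labeling of PME-1 active site by serine hydrolase directed probe; 0% = PME-1 with DMSO and 100% = wells lacking PME-1 enzyme; inhibitors block probe labeling so polarization falls and inhibition rises; many of its hits are not listed in these tables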
# Bcl-xL primary = inhibitors of human Bcl-xL | inhibition, % at 10.9 µM | GST-Bcl-xL / FITC-Bim BH3 peptide fluorescence polarization | AID 2129 | hit rate 0.7% among 320,000;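 active = inhibition above the mean of all tested compounds plus 3 SD, cutoff set per campaign, cut at about 30% in these data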;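 note: 0% = DMSO wells and 100% = unlabeled Bim-BH3 peptide competitor; inhibitors lower millipolarization by displacing the labeled peptide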
# GRK2 aptamer HTS = blocks RNA aptamer binding to human GRK2 | hit rate 0.59% among 330,000 | bead flow cytometry, FAM-aptamer displacement from GRK2 | P25098 | inhibition of aptamer binding, % at 10 µM;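 active = inhibition of aptamer binding above 40%, roughly 3 SD of noise, on plates passing a quality check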;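 note: median bead fluorescence of bound FAM aptamer so fluorescent compounds give negative values; no value below 0 was filed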
# MEX-5 binding = C. elegans MEX-5 TCR-2 RNA binding activity. activity score (negative = inhibition of binding), % at 10 µM. AID 1832. Q9XUB2. MEX-5/FITC-TCR2 RNA binding, fluorescence polarization; active compounds read low. hit rate 0.38% among 300,000;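 active = inhibition past about -25% in most replicates, and total fluorescence under double the plate's negative control median, limit read from the data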;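 note: 0% = DMSO and -100% = 5 µM competing unlabeled TCR2 RNA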
# Target sequence (Q9XUB2 whole entry, looked up): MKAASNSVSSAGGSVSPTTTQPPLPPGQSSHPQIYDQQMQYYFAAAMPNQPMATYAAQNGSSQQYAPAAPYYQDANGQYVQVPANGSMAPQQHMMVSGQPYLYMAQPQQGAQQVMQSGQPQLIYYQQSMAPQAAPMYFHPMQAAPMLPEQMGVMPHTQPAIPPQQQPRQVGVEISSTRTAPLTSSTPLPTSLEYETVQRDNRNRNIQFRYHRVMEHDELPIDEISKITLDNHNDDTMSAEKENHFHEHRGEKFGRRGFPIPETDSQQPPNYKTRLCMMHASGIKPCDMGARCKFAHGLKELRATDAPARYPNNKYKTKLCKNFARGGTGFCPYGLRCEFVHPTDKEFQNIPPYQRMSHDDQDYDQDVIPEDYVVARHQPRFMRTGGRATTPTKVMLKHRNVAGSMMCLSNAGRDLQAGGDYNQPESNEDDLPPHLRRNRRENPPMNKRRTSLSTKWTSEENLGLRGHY
# MCL1-BIM inh = MCL1-BIM-BH3 interaction inhibition (human); Q07820; GST-MCL1 / FITC-Bim-BH3 fluorescence polarization; inhibition, % at 10.9 µM; hit rate 0.68% among 320,000;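 active = inhibition above the mean inhibition of all tested compounds plus 3 SD, set per campaign, cut at about 40% in these data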;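 note: 0% = DMSO wells and 100% = unlabeled Bim-BH3 peptide control; higher means more loss of mP so more displacement of Bim peptide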
# VLA-4 inh = inhibition in a human VLA-4 binding assay; P13612; VLA-4 expressing cells, ligand binding flow cytometry; inhibition, % (about 7 µM as worked out from the volumes in the protocol); hit rate 0.2% among 330,000; AID 2557; in the data active = inhibition above about 50%
# Efflux pump inh = antifungal efflux pump inhibition, Nile Red retention | S. cerevisiae Candida pump triplex | inhibition, % at 10 µM | hit rate 0.44% among 330,000;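 active = plate passing quality check with inhibition over a set limit, or well fluorescence over plate mean plus 4 SD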;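 note: Nile Red retained in pooled yeast measured as flow cytometry median fluorescence; 0% = buffer negative control and 100% = Enniatin B positive control; higher means more Nile Red kept so more efflux inhibition; some compounds called inactive have numbers as strong as hits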
# GLD-1 TGE inh = GLD-1-TGE RNA interaction inhibition (C. elegans) | Q17339 | inhibition, % at 5.96 µM | AID 2280 | hit rate 0.44% among 320,000 | purified GLD-1 + fluorescein TGE RNA, fluorescence polarization;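 active = percent inhibition above a per-plate cutoff, the plate mean of test compounds plus 3 SD, cut at about 30% in these data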;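 note: 0% = DMSO wells with GLD-1 and probe and 100% = wells lacking GLD-1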
# Target sequence (Q17339 whole entry, looked up): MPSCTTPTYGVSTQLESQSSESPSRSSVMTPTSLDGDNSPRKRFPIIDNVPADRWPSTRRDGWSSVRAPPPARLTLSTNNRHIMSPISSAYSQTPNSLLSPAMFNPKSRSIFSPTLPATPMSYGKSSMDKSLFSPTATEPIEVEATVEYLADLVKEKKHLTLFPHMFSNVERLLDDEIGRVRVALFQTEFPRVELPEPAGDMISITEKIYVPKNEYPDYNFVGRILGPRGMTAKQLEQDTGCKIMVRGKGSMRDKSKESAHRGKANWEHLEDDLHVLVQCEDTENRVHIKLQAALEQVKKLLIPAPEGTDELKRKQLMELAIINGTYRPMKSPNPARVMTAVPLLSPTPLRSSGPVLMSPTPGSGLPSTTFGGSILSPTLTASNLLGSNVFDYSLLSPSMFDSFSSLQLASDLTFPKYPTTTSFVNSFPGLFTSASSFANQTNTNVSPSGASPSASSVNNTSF
# Active calls of the source: *; . = no result given.
cpd	Compound	GLD-1 TGE inh	MCL1-BIM inh	Fam108B inh	VLA-4 inh	GRK2 aptamer HTS	Bcl-xL primary	Efflux pump inh	MEX-5 binding	PME-1 inh
1	CC(CCc1ccccc1)NC(=O)CCc1cn(C)c2ccccc12 (stereo not given)	-4	-8	-2	0	1	0	-0.1	-0.4	-2
2	CC1CC(C)CN(C(=O)CCCNC(=O)c2ccc(Cl)cc2)C1 (stereo not given)	0	5	-2	7	0	3	-0.4	-0.3	3
3	O=C(c1ccc(CS(=O)c2ccccc2Cl)o1)N1CCN(c2ccccn2)CC1 (stereo not given)	3	12	-2	1	1	7	-0.1	.	2
4	CCCCNC(=O)CN(c1cccc(F)c1)S(C)(=O)=O	5	-2	-1	2	0	3	0.0	0.6	-3
5	O=C(NCc1ccc2c(c1)OCO2)C1(S(=O)(=O)c2ccccc2)CC1	-1	8	-4	9	0	6	0.0	-1.5	-1
6	Fc1ccccc1-c1cc2ncccc2cn1	2	7	.	3	2	3	-0.5	.	-6
7	CCc1ccccc1NC(=O)C1c2ccccc2Oc2ccccc21	1	7	0	9	1	8	0.2	-3.0	4
8	O=C(O)CN1CCN(C(c2ccccc2)c2ccccc2)CC1	9	6	1	9	5	7	-0.1	0.1	3
9	O=C(COc1ccc(Cl)cc1)NNC(=O)C(=O)NC1CCCCC1	5	4	4	7	1	0	0.1	-1.0	-4
10	CC(=O)N1CCN(c2ncnc3ccccc23)CC1	-1	0	-2	11	1	5	0.1	1.6	-3
11	COc1ccc(N/C=C(/C(C)=O)c2ccccc2)cc1	5	4	2	-3	1	2	-0.1	-1.9	0
12	Cc1ccc(-n2nnnc2SCC(=O)Nc2cccnc2Cl)cc1	4	-13	-2	-4	3	-4	-0.2	1.7	1
13	COc1ccccc1CNC(=O)C(=O)NCCC1CCCCN1S(=O)(=O)c1ccccc1 (stereo not given)	6	-2	-3	-19	0	-1	0.1	1.5	6
14	O=C(/C=C/c1cccc([N+](=O)[O-])c1)NC(=S)Nc1ccc(CN2CCOCC2)cc1	2	2	-3	-14	0	2	0.0	-0.9	-13
15	Cc1ccc(CNC(=O)C(OC(=O)c2ccco2)C(C)C)cc1 (stereo not given)	10	0	-1	-4	1	2	-0.1	0.5	2
16	COc1ccc(C(=O)Nc2cnn(Cc3c(F)cccc3Cl)c2)cc1OC	3	1	2	6	0	0	0.2	-0.1	-6
17	Cc1c(C(=O)NCCN2CCOCC2)oc2ccc(S(=O)(=O)N3CCCCCC3)cc12	-2	4	2	2	0	3	0.1	-0.6	6
18	Cc1ccc(S(=O)(=O)NC(=O)COc2cc(C)ccc2C(C)C)cc1	6	0	-1	16	0	3	0.1	0.5	-4
19	Cc1ccc(CNC(=O)C2CCC(=O)N(Cc3cccc(C(F)(F)F)c3)C2)o1 (stereo not given)	5	3	2	-3	0	9	-0.4	1.9	11
20	COc1ccc(C(=O)c2c[nH]c(C(=O)NCc3cccs3)c2)cc1	-9	-6	-4	2	0	0	0.1	-1.2	-1
21	CCOC(=O)c1[nH]c2ccccc2c1NC(=O)c1ccc2c(c1)OCO2	8	-3	-1	7	0	0	0.1	-4.1	3
22	Cc1ccc(S(=O)(=O)N[C@@H](Cc2ccccc2)C(=O)N2CCC(C(=O)N[C@@H](CC(C)C)C(=O)O)CC2)cc1	-7	3	-8	0	0	0	-0.2	-0.7	-3
23	CCN(CC)c1nc(-c2ccccc2)cc(C(F)(F)F)c1C#N	5	2	-5	-31	7	1	-0.1	-0.1	-3
24	CC(=O)N1CCN(c2ccc(NC(=O)c3ccc(F)cc3)cc2)CC1	.	.	.	-5	0	.	0.3	1.3	.
25	Cc1cc(C)cc(N(C(=O)c2ccc3c(c2)OCO3)C2C=CS(=O)(=O)C2)c1 (stereo not given)	0	1	3	-7	0	-1	-0.1	0.8	3
26	S=C(NCc1ccco1)N/N=C/c1ccc(Cl)cc1	4	-1	-1	-64	0	0	0.0	-0.1	-1
27	CCc1nc(N2CCCCC2C(=O)O)c2oc3ccccc3c2n1 (stereo not given)	-1	0	-4	6	0	3	0.4	0.6	0
28	COC(=O)c1ccc(NC(=O)CO/N=C2\CCCc3nonc32)cc1	3	6	2	-17	0	3	0.1	.	0
29	COc1cc(/C=C/C(=O)OCC(=O)NC(=O)NC(C)C)ccc1O	4	-15	-6	4	7	-13	0.7	-3.3	9
30	CCOc1ccc(-n2cc(-c3ccccc3)c3c(N4CCOCC4)ncnc32)cc1	3	11	3	-1	3	8	0.0	0.8	0
31	CC(C)[C@H](NC(=O)c1ccccc1Cl)C(=O)Nc1nc(-c2ccccn2)cs1	-20	-3	4	14	4	-2	0.5	-1.2	9
32	C/C=C/Cn1c(SC)nc2c1c(=O)[nH]c(=O)n2C	-4	0	0	12	0	0	0.0	-1.7	-1
33	COC(=O)c1ccc(-c2nn(C)c(=O)c3ccccc23)cc1	14	2	-2	8	0	6	0.2	1.8	3
34	CCOC(=O)C1=C(C)NC(=O)C(C(N)=O)C12CCCC2 (stereo not given)	9	3	-2	-3	3	3	0.1	0.3	-8
35	Cc1cc(=O)oc2cc(OCC(=O)NCCc3ccccc3)ccc12	-3	7	-2	-10	1	8	0.0	-0.6	0
36	Cc1cnc(C(=O)OCC(=O)NCc2cccc(Cl)c2)cn1	-2	-10	.	-1	0	-7	-0.3	.	10
37	O=C(Oc1cccnc1)c1cccc(Cl)c1	2	-2	-6	-2	0	1	0.2	-0.7	1
38	O=C(Nc1ccccc1C(=O)O)/C(=C/c1ccc(Cl)cc1Cl)NC(=O)c1ccco1	-5	-2	1	-2	3	5	0.0	-0.7	-5
39	Cc1ccccc1-c1nsc(SCC(=O)Nc2ccc3c(c2)OCO3)n1	4	4	1	20	1	0	-0.3	-0.3	7
40	Cc1ccc(C)c(NCc2ccccc2CO)c1	-7	-1	-1	5	0	1	0.1	0.9	2
41	O=C(CCCCCN1C(=O)c2ccccc2C1=O)NCCc1nc2ccccc2[nH]1	1	7	-2	-1	0	-2	0.6	-2.7	-4
42	COCCNC(=O)C(OC(=O)c1cccs1)c1ccccc1 (stereo not given)	-5	8	-5	1	0	6	-0.1	0.0	0
43	CCn1c(SCC(=O)N2CCN(c3ccc(F)cc3)CC2)nc2ccccc2c1=O	-1	8	8	-6	0	11	0.0	2.9	3
44	C1CCCN(CCCCN2CCCCCC2)CC1	5	13	2	-1	0	3	-0.7	-4.1	1
45	ClCc1nc2ccccc2c2ccccc12	5	-7	-1	0	0	0	-0.2	0.7	0
46	CCN1CCC(NC(=O)c2cc(OC)c(OC)cc2OC)CC1	8	2	-2	4	4	1	0.1	-2.1	3
47	Cc1cccc(CCNC(=O)Cn2ncc3c([nH]c4ccccc43)c2=O)c1	-1	2	-7	-2	1	3	0.0	2.2	-3
48	COC(Cc1nnc(SC)n1-c1ccc(Cl)cc1)OC	5	-1	-2	9	5	4	-0.1	0.8	-5
49	CSCCC(NS(=O)(=O)c1ccccc1F)C(=O)NCc1cccnc1 (stereo not given)	6	2	-1	7	1	2	0.0	2.0	-1
50	Cc1ccc(-n2c3c(c(=O)[nH]c2=S)C(C(F)(F)F)(C(F)(F)F)NC(=O)N3)cc1	6	9	3	16	2	2	-0.1	2.0	-6
51	CC(C)(C)c1nnc(NC(=O)Cc2ccccc2[N+](=O)[O-])s1	-1	5	3	-7	3	3	0.0	-0.3	-4
52	COc1ccccc1NC(=O)CSc1nnc(-c2ccccc2)o1	-7	5	-4	13	0	4	-0.1	0.5	11
53	CCN(CC)S(=O)(=O)c1cccc(NC(=O)c2cc(-c3cccs3)nn2-c2ccccc2)c1	4	4	-7	-11	0	8	-0.3	1.4	-18
54	COc1cccc(NC(=O)COC(=O)c2ccco2)c1	-2	-1	-4	4	1	3	0.0	-2.5	2
55	CCCC(=O)Nc1c(-c2ccccc2)c(=O)c(C)nn1-c1ccc(Cl)cc1	-2	6	0	-18	0	3	-0.3	2.0	3
56	Nc1c(N(Cc2ccco2)C(=O)c2cccc(F)c2)c(=O)[nH]c(=O)n1Cc1ccccc1	2	-2	.	11	0	2	-0.1	.	3
57	CCO[C@H]1OC(C(=O)NC2CC2)=C[C@@H](c2ccc(Br)cc2)[C@@H]1CCCO	-2	-4	2	19	2	2	0.0	0.9	3
58	COc1ccc(N2CCN(C(=O)C3CCN(S(=O)(=O)c4c(C)noc4/C=C/N(C)C)CC3)CC2)cc1	-14	-31	1	-7	1	-26	0.0	-1.9	-1
59	O=C(Nc1cccnc1)c1ccc(S(=O)(=O)c2ccc(Cl)cc2)cc1	-8	-7	-5	23	3	0	0.3	0.3	3
60	COc1ccc(NC(=O)CSc2ncccc2C(=O)OC(C)C)cc1OC	3	0	1	-6	1	6	-0.1	0.0	1

# The list continues.
cpd	Compound	GLD-1 TGE inh	MCL1-BIM inh	Fam108B inh	VLA-4 inh	GRK2 aptamer HTS	Bcl-xL primary	Efflux pump inh	MEX-5 binding	PME-1 inh
61	O=C(Cc1cccs1)N/N=C/C(Br)=C/c1ccccc1	-6	-2	-5	7	0	-5	-4.9	-1.2	1
62	CN([C@@H](Cc1ccc(OS(=O)(=O)c2cccc3cnccc23)cc1)C(=O)N1CCN(c2ccccc2)CC1)S(=O)(=O)c1cccc2cnccc12	-9	-10	-10	-23	2	-3	-0.1	3.0	-8
63	COc1ccccc1N1CCN(C(=O)c2ccc(Cl)c(S(=O)(=O)NCc3ccco3)c2)CC1	-5	9	0	1	3	14	0.3	1.3	2
64	CCn1c(=O)c(NC(=O)c2ccccc2)c2n(c1=S)CCCCC2	10	9	6	14	0	12	-0.2	2.5	2
65	Cn1c(SCC(=O)Nc2ccc(Cl)cn2)nnc1C1CC1	-1	5	1	6	.	3	0.1	2.7	5
66	CCCCCCCCNC(CO)(CO)CO	-2	-6	4	-6	0	0	-0.1	-2.9	-6
67	CN(C)CCNC(=O)c1ccc(Sc2ccc(Br)cc2)c([N+](=O)[O-])c1	-5	3	0	13	0	6	0.4	-0.3	15
68	COc1ccc(-n2nnnc2CNC(=O)C2CC(=O)N(c3ccc(Cl)cc3)C2)cc1 (stereo not given)	5	5	2	-5	2	2	0.0	4.5	-7
69	O=C(CSc1ncnc2sccc12)N1CCCCC1	-2	.	.	2	0	.	-0.1	.	.
70	CC1SCC(NC(=O)c2cccc(Cl)c2)CS1 (stereo not given)	-6	0	1	10	0	1	0.4	-2.6	0
71	Cc1csc(NC(=O)CSc2nc(=O)[nH]c3c2CCCC3)n1	13	13	4	4	4	6	0.0	0.3	0
72	O=C(CN1CCC(n2nnc3cc(C(F)(F)F)ccc32)CC1)Nc1ccc2c(c1)OCCO2	-1	0	1	0	7	-1	0.0	0.7	-4
73	Cc1ncc(S(=O)(=O)c2ccccc2)c(-c2ccc(Cl)cc2Cl)n1	3	-3	0	1	0	6	-0.1	0.0	2
74	Cc1ccc(S(=O)(=O)C2CCOC2=O)cc1 (stereo not given)	6	0	1	-15	0	2	-0.1	0.6	-8
75	CC(/C=C/c1ccccc1)=N\Nc1ccccc1[N+](=O)[O-]	0	-5	0	0	0	2	-0.1	-1.1	2
76	Cc1cc(C(=O)OCC(=O)N(C)c2c(N)n(Cc3ccccc3)c(=O)[nH]c2=O)c(C)n1-c1ccccc1	-2	-3	.	-5	0	0	0.2	.	3
77	COCCn1c(SCC(=O)Nc2ccc(Cl)cn2)nnc1-c1ccncc1	3	-2	9	1	3	5	0.1	.	-7

# Bioassay records (PubChem BioAssay)

# An excerpt; the hit share may differ from the screen's.
